Source: PubChem
GDH-TPI inh = counter-screen for M. tuberculosis FBA inhibitors: GDH-TPI coupled enzymes; GDH-TPI coupled enzyme counterscreen, NADH absorbance; inhibition, % at 4.8 µM; 360,000 compounds, 1.2% hits; in the data active means inhibition above about 30%;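 further: 0% = DMSO wells and 100% = wells lacking the enzyme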
MazEF act = activators of E. coli MazEF toxin-antitoxin RNase. FAM/BHQ RNA-DNA oligo cleavage fluorescence, 5 h. 350,000 compounds, 0.32% hits. activation, % at 20 µM; in the data active means activation above about 50%
Target sequence (P0AE70 whole entry, looked up): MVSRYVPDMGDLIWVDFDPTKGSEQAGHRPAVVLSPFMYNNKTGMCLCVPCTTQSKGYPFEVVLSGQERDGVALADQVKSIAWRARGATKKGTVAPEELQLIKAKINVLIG
Mtb FBA inh = inhibits M. tuberculosis FBA enzyme; P9WQA3; purified M. tuberculosis FBA, fluorescence read-out; inhibition, % at 1 µM; 360,000 compounds, 2.3% hits; AID 588726; in the data active means inhibition above about 27%;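 further: 0% = vehicle and 100% = reference inhibitor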
Target sequence (P9WQA3 whole entry, looked up): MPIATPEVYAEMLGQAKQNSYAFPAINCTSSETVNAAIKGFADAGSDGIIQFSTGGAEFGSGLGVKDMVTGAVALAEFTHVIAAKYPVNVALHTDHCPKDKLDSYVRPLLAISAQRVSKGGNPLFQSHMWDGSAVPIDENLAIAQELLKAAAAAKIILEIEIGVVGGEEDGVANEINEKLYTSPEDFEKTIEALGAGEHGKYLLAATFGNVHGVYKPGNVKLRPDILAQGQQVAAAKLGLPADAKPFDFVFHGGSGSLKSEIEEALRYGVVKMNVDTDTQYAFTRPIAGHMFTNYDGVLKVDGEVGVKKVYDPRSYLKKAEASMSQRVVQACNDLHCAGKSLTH
PrPC surface inh = reduces human prion protein on the cell surface; P04156; cell surface PrPC, TR-FRET read-out; inhibition, % at 13.8 µM; 370,000 compounds, 0.43% hits; in the data active means inhibition above about 24%; further: 0% = median of the test wells and 100% = reference compound wells
BoNT-F LC inh = BoNT F light chain protease inhibition | Multiplex microsphere protease cleavage assay, flow cytometry | inhibition, % at 10 µM | 360,000 compounds, 0.22% hits; in the data active means inhibition above about 35%, passing the limit was not always enough; further: plate controls were buffer without enzyme for full effect and enzyme alone for no effect
Mtb BioA inh = inhibitors of Mycobacterium tuberculosis BioA enzyme | purified M. tuberculosis BioA enzyme, plate reader | inhibition, % at 9.99 µM | 360,000 compounds, 0.096% hits; in the data active means inhibition above about 40%
UGM FP inh = blocks M. tuberculosis UGM enzyme; purified UGM, fluorescence polarization probe displacement; inhibition, % at 10 µM; 320,000 compounds, 0.06% hits; in the data active means inhibition above about 10%, passing the limit was not always enough
Target sequence (P9WIQ1 whole entry, looked up): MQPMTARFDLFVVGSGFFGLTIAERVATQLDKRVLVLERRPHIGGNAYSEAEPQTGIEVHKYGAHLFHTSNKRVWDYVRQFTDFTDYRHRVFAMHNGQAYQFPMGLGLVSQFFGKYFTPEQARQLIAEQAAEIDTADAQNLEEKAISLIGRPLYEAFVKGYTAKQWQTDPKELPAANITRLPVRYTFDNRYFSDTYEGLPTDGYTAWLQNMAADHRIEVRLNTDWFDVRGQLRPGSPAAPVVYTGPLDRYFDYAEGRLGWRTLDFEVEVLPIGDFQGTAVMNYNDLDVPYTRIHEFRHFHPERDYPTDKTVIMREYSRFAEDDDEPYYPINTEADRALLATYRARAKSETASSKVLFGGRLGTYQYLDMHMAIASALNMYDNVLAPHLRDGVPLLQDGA
Rv3671c inh = inhibits the M. tuberculosis serine protease Rv3671c; inhibition, % at 5.96 µM; AID 2606; P9WHR9; 320,000 compounds, 0.048% hits; in the data active means inhibition above about 38%;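 further: extracellular domain of Rv3671c used as enzyme; 0% = enzyme with DMSO and 100% = no enzyme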
FadD28 FP inh = inhibitors of Mycobacterium tuberculosis FadD28 bisubstrate binding; 360,000 compounds, 0.22% hits; AID 588549; FadD28 bisubstrate probe binding, fluorescence polarization; inhibition, % at 12.5 µM; in the data active means inhibition above about 8.5%, passing the limit was not always enough
Numbers without * were called inactive; x = no result given; & = joins results of further samples.

SMILES	GDH-TPI inh	MazEF act	Mtb FBA inh	PrPC surface inh	BoNT-F LC inh	Mtb BioA inh	UGM FP inh	Rv3671c inh	FadD28 FP inh
CC(C)CC(=O)Nc1nnc(S(=O)(=O)N(C)Cc2ccco2)s1	12	5	1	x	-6	-0.8	0.8	-6	-3.9
O=C1CC(N2CCN(c3ccc(C(=O)c4ccc(F)cc4)cc3)CC2)C(=O)N1 (stereo not given)	48*	-3	2	3	-9	0.5	-0.3	-5	-1.6
CSc1ccccc1NC(=O)C1=CC(c2ccc(C)cc2)=NS(=O)(=O)N1C	17	-20	0	-16	-6	-1.7	0.5	-1	-0.9
Cc1ccccc1NC(=O)/C(=C/c1ccccc1)c1ccccc1	9	0	0	-3	3	-1.2	0.0	-7	-8.2
O=C(Nc1ccc(-n2ccnc2P(=O)(O)c2ccccc2)cc1)c1ccccc1Cl	-3	-6	1	6	-8	-1.3	0.5	-6	0.5
COc1cccc(CC2(CO)CCN(Cc3cnc(-c4cccc(C)c4)nc3)CC2)c1	-7	1	0	-5	-4	x	-1.2	-3	-2.8
COc1ccc(NC(=S)N2CCC(N(C)CCN3CCOCC3)CC2)cc1	0	10	-1	3	-4	x	2.1	-9	-0.2
Cc1cc(Cl)ccc1OCCCC(=O)Nc1cc(S(=O)(=O)N2CCOCC2)ccc1N1CCOCC1	0	9	-1	-3	4	-1.2	x	x	-1.0
COc1cc2c3c(c1)C1(C(=O)N3C(C)(C)C=C2C)C(C#N)=C(N)Oc2cc(C)oc(=O)c21 (stereo not given)	9	-1	-1	-5	-2	0.3	x	x	-1.3
COC(=O)c1sc(C(=O)OC)c(C(=O)OC)c1C(=O)OC	-6	1	0	6	1	x	0.5	3	-3.8
CCCn1c(SCC(=O)NCCc2ccc(OC)c(OC)c2)nc2c1c(=O)n(C)c(=O)n2C	1	-5	0	4	4	-1.8	1.8	4	-2.5
C[C@H](CO)N1C[C@H](C)[C@@H](CN(C)S(=O)(=O)c2ccccc2)Oc2c(NC(=O)NC3CCCCC3)cccc2C1=O	-1	-2	-1	7	-3	-3.3&-1.2	-2.1	4	0.2

Limited to FadD28 FP inh and BoNT-F LC inh, for some of the entries so far:
Compound	FadD28 FP inh	BoNT-F LC inh
CC(C)CC(=O)Nc1nnc(S(=O)(=O)N(C)Cc2ccco2)s1	-3.9	-6
O=C1CC(N2CCN(c3ccc(C(=O)c4ccc(F)cc4)cc3)CC2)C(=O)N1 (stereo not given)	-1.6	-9
CSc1ccccc1NC(=O)C1=CC(c2ccc(C)cc2)=NS(=O)(=O)N1C	-0.9	-6
Cc1ccccc1NC(=O)/C(=C/c1ccccc1)c1ccccc1	-8.2	3
O=C(Nc1ccc(-n2ccnc2P(=O)(O)c2ccccc2)cc1)c1ccccc1Cl	0.5	-8

(further entries)
SMILES	GDH-TPI inh	MazEF act	Mtb FBA inh	PrPC surface inh	BoNT-F LC inh	Mtb BioA inh	UGM FP inh	Rv3671c inh	FadD28 FP inh
c1ccc(-c2nc3ccccc3[nH]2)nc1	0	-3	6	-3	0	-2.1	2.6	1	-1.1
CCOC(=O)C1CCN(CC(=O)Nc2ccc(OC)c(Cl)c2)CC1	-1	0	-2	-2	0	0.4	0.7	13	-1.1
COC1OCC(O)C(NC(=O)N(C)N=O)C1O (stereo not given)	7	5	4	2	-44	-0.1	x	x	-0.5
Cc1ccc(C(O)c2ncc(-c3ccc(F)cc3)[nH]2)c(C)c1 (stereo not given)	-2	x	-1	-1	-2	-1.4	x	x	-1.3
O=C(CSc1nc2c(c(=O)n1-c1ccccc1)SCC2)NCC1CCCO1 (stereo not given)	14	-7	4	3	7	x	-0.9	-4	-0.8
CC(=O)Oc1ccccc1Cn1c(C)c(C(=O)NCc2ccc(F)cc2)sc1=O	-2	x	-1	8	-6	3.6	x	x	-5.3
CC1CCN(c2nc(N3CCCCC3)nc(N3CCCCC3)n2)CC1	-6	-9	-10	-1	-4	-1.7	-0.1	8	-3.5
C=CCn1cc(C(=O)N2CCc3ccccc3C2)c(=O)c2cc(S(=O)(=O)N(CC)CC)ccc21	14	3	2	-3	-5	5.7	1.3	-12	-0.2
Cc1nc(NCC2CCCO2)c2nnn(Cc3ccccc3Cl)c2n1 (stereo not given)	4	-2	1	x	5	-1.6	3.3	4	-1.9
COC(=O)c1cc(Br)c(N)cc1OC	-3	-3	5	0	-6	x	3.9	7	-1.0
Cc1cccn2c(NCc3ccc4c(c3)OCO4)c(-c3ccc(O)cc3)nc12	3	14	53*	-2	-13	x	-1.6	1	-1.7
Cc1ccc(-c2c[n+](CC(=O)Nc3ccccc3C)c3n2CCC3)cc1	-1	10	8	0	-14	x	3.1	-7	-0.2
CC(=O)Nc1ccccc1NS(=O)(=O)c1cccc([N+](=O)[O-])c1	5	2	99*	-20	-6	x	-0.3	5	0.8
Cn1cccc1CC(=O)N/N=C\c1c2ccccc2cc2ccccc12	18	1	0	-8	-1	-2.0	-0.5	-2	-3.2
O=C(Nc1ccccc1NC(=O)c1ccco1)c1ccccc1	-3	0	3	4	5	-1.0	-2.8	-4	x
O=C(Nc1cc(C(F)(F)F)ccc1N1CCOCC1)c1cccnc1	8	4	5	0	2	0.0	1.0	12	-2.8
COc1ccc2[nH]c(=O)c(COC(=O)c3ccco3)cc2c1	9	-3	7	-6	4	0.5	0.6	-8	-3.0
COc1nc(N/N=C/c2ccccc2F)nc(N2CCCCC2)n1	1	3	2	1	2	-1.6	0.5	3	1.0
O=C(C[n+]1ccccc1)N/N=C/c1ccco1	10	4	3	1	-6	x	-2.0	4	-2.3
COc1ccc(NS(=O)(=O)c2cccs2)cn1	2	9	-1	-2	-2	-1.5	-1.4	5	1.0
O=C(COc1ccc2ccccc2c1)Nc1cccc(C(=O)Nc2ccccc2C(=O)O)c1	-1	0	3	6	6	x	3.4	-97	-25
O=C(/C=C/[C@H]1O[C@@H](n2ccc(=O)[nH]c2=O)[C@H](O)[C@@H]1O)N1CCN(CCc2ccccc2)CC1	x	x	-1	-6	0	-0.5	x	x	0.0
COc1ccc(S(=O)(=O)N2CCOCC2)cc1NC(=O)CCc1nc2ccccc2c(=O)[nH]1	5	-3	0	8	-8	1.1	1.1	-4	-2.9
Cc1ccccc1S(=O)(=O)Cc1ccc(C(=O)NCc2ccc(F)cc2)o1	12	3	-1	0	1	1.8	3.0	-3	-0.2

Structural class: the entries above containing a thiophene ring, fused or not (2)
SMILES	GDH-TPI inh	MazEF act	Mtb FBA inh	PrPC surface inh	BoNT-F LC inh	Mtb BioA inh	UGM FP inh	Rv3671c inh	FadD28 FP inh
COC(=O)c1sc(C(=O)OC)c(C(=O)OC)c1C(=O)OC	-6	1	0	6	1	x	0.5	3	-3.8
COc1ccc(NS(=O)(=O)c2cccs2)cn1	2	9	-1	-2	-2	-1.5	-1.4	5	1.0

The list continues.
SMILES	GDH-TPI inh	MazEF act	Mtb FBA inh	PrPC surface inh	BoNT-F LC inh	Mtb BioA inh	UGM FP inh	Rv3671c inh	FadD28 FP inh
CN(C)S(=O)(=O)c1ccc(Oc2ccccc2)cc1	2	3	-2	5	-4	x	-1.0	2	-0.9
CCC1(CC)NC(=O)N(CC(=O)N2CCc3ccccc32)C1=O	12	-14	3	1	1	1.6	-0.6	1	-1.5
Nc1ccc([As](=O)(O)O)cc1	5	6	1	-4	-3	0.7	0.4	0	-0.7
CSc1ccccc1NC(=O)CN(C)CC(=O)Nc1c(F)cccc1F	6	8	0	-3	1	-0.7	3.9	-7	-0.6
COc1cccc(-c2nc(CS(=O)(=O)CC(=O)N3CCN(C4CCCCC4)CC3)c(C)o2)c1	1	3	-1	2	-8	-1.0	2.2	4	-2.5
CCc1ccc(Nc2nnc(SCC(=O)Nc3ccc(C(=O)O)cc3)s2)cc1	9	1	0	-2	-4	-1.5	-1.1	-1	-3.2
OC1(CN2CCOCC2)C2CC3CC(C2)CC1C3 (stereo not given)	6	4	-6	4	-3	1.2	-0.1	1	-0.1
CN(CCc1ccccn1)C(=S)Nc1ccc(Cl)c(Cl)c1	3	14	1	1	-5	x	2.2	-9	-13
CCc1nc2c(OCC(N)=O)cccn2c1N(C)C(=O)c1cccs1	4	x	0	-2	1	0.5	x	x	-0.4
Cn1nnnc1SCC1=C(C(=O)O)N2C(=O)[C@@H](NC(=O)[C@H](O)c3ccccc3)[C@H]2SC1	1	5	-2	x	-4	-8.4	3.8	2	0.8
Cc1noc(C)c1S(=O)(=O)N(C)C[C@H]1OCc2cnnn2CCCC(=O)N([C@H](C)CO)C[C@H]1C	2	-3	-4	0	-5	-1.9&-1.4	x	x	-2.7
CN(CCN1CCc2ccccc2C1)Cc1nc(Cc2ccccc2F)no1	4	-5	1	-3	-2	-0.1	x	x	-5.3
Cc1ccc(NS(=O)(=O)c2cc(C(=O)N3CCOCC3)ccc2C)cc1	1	4	-1	-4	-7	-0.2	0.3	-8	-1.9
O=C(NC(=S)Nc1nc2c(ccc3ccccc32)s1)c1cccs1	6	9	6	7	1	x	0.1	-1	-2.9
COc1ccc(NC(=O)CN(C)C(=O)COc2ccccc2Cc2ccccc2)cc1	5	-12	0	5	-2	-3.3	0.3	-9	-0.2
COC(=O)c1cc(OC)c(OC)cc1-n1cnc2cc(OC)c(OC)cc2c1=O	-3	7	1	6	-4	-3.2	-1.6	7	-3.1
Cn1nc([N+](=O)[O-])nc1N1CCN(c2ccc(F)cc2)CC1	-6	-2	-2	-12	-3	x	-2.7	2	-2.0
CCOc1cc(S(=O)(=O)Nc2ccc(Cl)cn2)ccc1F	12	3	7	12	16	-1.0	0.0	-1	1.4
Cc1nc2[nH]c(=S)n(C)c(=O)c2nc1C	10	3	0	-4	-3	x	-1.7	-5	0.2
COc1c(N)c2c(c([N+](=O)[O-])c1OC)C(=O)OC2	-1	4	-3	-1	0	3.3	x	x	-1.0
